IkB signaling = inhibitors of IkB signaling in ABC-DLBCL cells; ABC-DLBCL IkBa-CBG/CBR dual luciferase ratio, 4 h; response scale: scaled: untreated 0%, proteasome inhibitor 100%; Potency, µM (titrated, usually from 57.1 µM), for the others: at the highest dose IkBa stabilization activation; 0.04% of 110,000 active; AID 445; active = well fitted curve in the direction sought with a large enough effect in the signal ratio, not every such curve was filed as active; inconclusive = small, poorly fitted or top-dose-only effect, or a change in a side signal; the % refers to the signal ratio;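 also: the direction sought is a rising ratio; 0% = basal untreated cells and 100% = reference inhibitor full response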
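Luminescence ratio of IκBα-fused green versus native red beetle luciferase in OCI-Ly3 cells, 4 h post-doxycycline with compound; red signal alone, scaled from basal (0%) to zero light (-100%), flagged nonspecific or cytotoxic effects.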
Peg3 imprint = genomic imprint erasure induction. Potency, µM (series often up to 60.7 µM), for inactives: at the highest dose activity change, positive = activation, hits mostly activators. 0.02% of 110,000 active. mouse ES Peg3-LacZ reporter, beta-gal luminescence, 40 h;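 also: 0% = negative control wells on the plate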
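Readout: BetaGlo luminescence (5 min, room temp) for LacZ from the normally silent maternal Peg3 allele in female Peg3LacZ-Neo ES cells. Cells 300/well, 40 h, 37C, 5% CO2. Data normalized per plate to negative controls.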
p53ts 39C tox = cytotoxicity in p53ts cells at nonpermissive temperature; Potency, µM (titrated, usually from 46.1 µM), for inactives: top-dose activity change, negative = cell killing, usual class: cytotoxic; 1.5% of 130,000 active; H1299-p53A138V viability at 39C, ATP luminescence, 24 h; also: nearly all actives have a fitted effect of over 55% in size
p53ts 32C kill = kills p53ts cells at the permissive temperature. 0.93% of 130,000 active. H1299-p53A138V at 32C, ATP luminescence viability, 24 h. Potency, µM (top dose mostly 46.1 µM), for inactives: at the highest dose activity change, negative = cytotoxicity, actives largely listed as cytotoxic;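 also: 0% = DMSO and -100% = full killing by reference compound; nearly all actives have a fitted effect of over 55% in size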
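Viability by ATPlite luminescence after 24 h compound treatment (up to 46 uM) at the permissive 32C. Cells are H1299 carrying p53 A138V. Scale runs from DMSO basal to 100 uM tamoxifen as full kill; AC50 from Hill fits.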
The depositor's hits bear a star; ? = inconclusive; / = no result given; [ ] = another dose, or the depositor's remark. Unless noted, calls follow the shape of the dose curve; as a rule, active = well fitted curve in the direction sought with a large enough effect; inconclusive = small, poorly fitted or top-dose-only effect, or another doubt; inactive = no such curve, though single readings can be large; an effect the other way counts as inactive or inconclusive. Unless noted, % is scaled to controls: 0 for no effect and ±100 for the full control effect; potency is read from the fitted curve at half-maximal effect.

Start of the listing, in advance (14 entries):
SMILES	IkB signaling	Peg3 imprint	p53ts 39C tox	p53ts 32C kill
Nc1nc(Nc2cccc(F)c2)nc2ccccc12	0.0%	-85.6%[inhibitor]	12.6µM*	?
CC(=O)Nc1ccc(S(=O)(=O)NCC2CCC(C(=O)NCc3ccccc3)CC2)cc1 (stereo not drawn)	-0.1%	-9.4%[10.9 µM]	5.0%	-7.5%
CCN(CC)c1nc(-c2ccc(C(C)(C)C)cc2)nc2ccccc12	?	-10.6%[10.9 µM]	12.6µM*	12.6µM*
c1ccc(-n2c(SCC3CCCCO3)nnc2-c2cnccn2)cc1 (stereo not drawn)	0.1%	-1.2%	9.7%	3.3%
CCOc1ccccc1NC(=O)CN(C)S(=O)(=O)c1ccc(OC)c(C)c1	0.8%	-31.1%[inhibitor]	-4.2%	-6.0%
Cc1cc(C)nc(/N=C(\N)C2=C(O)CC(C)(C)CC2=O)n1	-1.4%	-10.9%	-26.1%	-6.0%
Cc1ccc(C)c(NC(=O)Cn2c(=O)n(Cc3ccc4c(c3)OCO4)c(=O)c3ccc(C(=O)NC4CCCCC4)cc32)c1	-0.8%	-5.6%[10.9 µM]	-2.9%	-9.8%
Cn1c(=O)c2c(nc(CN3CCN(CCO)CC3)n2Cc2cccc3ccccc23)n(C)c1=O	-0.6%	9.8%	10.7%	-0.3%
CC(C)C1Oc2ccccc2N(CC(=O)N(Cc2ccccn2)CC2CCCO2)C1=O (stereo not drawn)	0.1%	-3.0%	-1.1%	1.7%
CCN(CC)CCN1C(=O)C(O)=C(C(=O)c2ccc(C)o2)C1c1ccccn1 (stereo not drawn)	-0.5%	-3.3%	4.6%	-1.6%
COc1ccc(OC)c(NC(=O)c2nc(S(=O)(=O)Cc3ccc(F)cc3)ncc2Cl)c1	-1.6%	-35.5%[inhibitor][10.9 µM]	10µM*	?
CCC(C(=O)Nc1cccc(Cl)c1C)n1nc(-c2ccc(C)cc2)ccc1=O (stereo not drawn)	?	-12.3%[10.9 µM]	-15.8%	3.7%
O=S(=O)(NCC(c1ccco1)N1CCOCC1)c1ccc(Br)cc1 (stereo not drawn)	-0.5%	-9.3%[10.9 µM]	-4.2%	1.6%
Fc1ccccc1C(c1nnnn1Cc1ccc2c(c1)OCO2)N1CCN(Cc2ccccc2)CC1 (stereo not drawn)	4.8%	-29.5%	19.2%	3.8%

Main list, from the start:
SMILES	IkB signaling	Peg3 imprint	p53ts 39C tox	p53ts 32C kill
Nc1nc(Nc2cccc(F)c2)nc2ccccc12	0.0%	-85.6%[inhibitor]	12.6µM*	?
CC(=O)Nc1ccc(S(=O)(=O)NCC2CCC(C(=O)NCc3ccccc3)CC2)cc1 (stereo not drawn)	-0.1%	-9.4%[10.9 µM]	5.0%	-7.5%
CCN(CC)c1nc(-c2ccc(C(C)(C)C)cc2)nc2ccccc12	?	-10.6%[10.9 µM]	12.6µM*	12.6µM*
c1ccc(-n2c(SCC3CCCCO3)nnc2-c2cnccn2)cc1 (stereo not drawn)	0.1%	-1.2%	9.7%	3.3%
CCOc1ccccc1NC(=O)CN(C)S(=O)(=O)c1ccc(OC)c(C)c1	0.8%	-31.1%[inhibitor]	-4.2%	-6.0%
Cc1cc(C)nc(/N=C(\N)C2=C(O)CC(C)(C)CC2=O)n1	-1.4%	-10.9%	-26.1%	-6.0%
Cc1ccc(C)c(NC(=O)Cn2c(=O)n(Cc3ccc4c(c3)OCO4)c(=O)c3ccc(C(=O)NC4CCCCC4)cc32)c1	-0.8%	-5.6%[10.9 µM]	-2.9%	-9.8%
Cn1c(=O)c2c(nc(CN3CCN(CCO)CC3)n2Cc2cccc3ccccc23)n(C)c1=O	-0.6%	9.8%	10.7%	-0.3%
CC(C)C1Oc2ccccc2N(CC(=O)N(Cc2ccccn2)CC2CCCO2)C1=O (stereo not drawn)	0.1%	-3.0%	-1.1%	1.7%
CCN(CC)CCN1C(=O)C(O)=C(C(=O)c2ccc(C)o2)C1c1ccccn1 (stereo not drawn)	-0.5%	-3.3%	4.6%	-1.6%
COc1ccc(OC)c(NC(=O)c2nc(S(=O)(=O)Cc3ccc(F)cc3)ncc2Cl)c1	-1.6%	-35.5%[inhibitor][10.9 µM]	10µM*	?
CCC(C(=O)Nc1cccc(Cl)c1C)n1nc(-c2ccc(C)cc2)ccc1=O (stereo not drawn)	?	-12.3%[10.9 µM]	-15.8%	3.7%
O=S(=O)(NCC(c1ccco1)N1CCOCC1)c1ccc(Br)cc1 (stereo not drawn)	-0.5%	-9.3%[10.9 µM]	-4.2%	1.6%
Fc1ccccc1C(c1nnnn1Cc1ccc2c(c1)OCO2)N1CCN(Cc2ccccc2)CC1 (stereo not drawn)	4.8%	-29.5%	19.2%	3.8%
CCOC(=O)N1CCN(S(=O)(=O)c2cc(OCC)ccc2OCC)CC1	-0.5%	-12.0%	-4.7%	-1.2%
Cc1cc(C)n(CCc2nc3c4ccccc4nc(SCc4ccc(Cl)cc4)n3n2)n1	-1.5%	19.3%[10.9 µM]	0.4%	11.7%
CCOC(=O)Cc1ccc(NC(=O)n2ncc3c(C)cccc32)cc1	?	10.7%[10.9 µM]	?	?
COc1ccc(NC(=O)c2cnc(Nc3ccc(C)c(Cl)c3)c3ccccc23)cc1OC	?	-1.6%[10.9 µM]	-4.3%	-5.0%
Cc1noc(Cn2c(=O)c3ccccc3n(CC(=O)Nc3ccc(C(C)C)cc3)c2=O)n1	?	4.8%[10.9 µM]	-22.8%	-8.9%
Cc1nc(N2CCN(C)CC2)c2sc(=S)n(-c3ccccc3)c2n1	-1.9%	-15.3%	-0.4%	9.8%
Cc1cccc(-n2c(N)cc(=O)nc2SC(C)C(=O)NC2CCCCC2)c1 (stereo not drawn)	2.1%	-8.8%	-4.4%	-1.6%
Cc1ccc(C)c(C(=O)CSc2n[nH]c(C)n2)c1	1.2%	-6.4%	4.2%	5.8%
CCN1CCN(Cc2ccc(NC(=O)Nc3cccs3)cc2)CC1	6.8%	12.4%	-9.6%	-1.5%
Cc1ccc2c(C)nc(Nc3nc(CSc4nnnn4-c4ccccc4)cc(=O)[nH]3)nc2c1	0.3%	-16.7%	-8.5%	-0.8%
Cc1nn(C)cc1CNC(=O)c1cnn2c1NC(c1ccc(Br)cc1)CC2C(F)(F)F (stereo not drawn)	?	/	-2.2%	10.0%
CCCCNC(=O)CC1N=C2c3ccccc3N=C(SCC(=O)Nc3cccc(C)c3)N2C1=O (stereo not drawn)	0.2%	-16.8%	1.9%	3.9%
COc1ccc(/C=C/C(=O)Nc2nc(-c3cccs3)ns2)cc1	0.9%	12.0%[10.9 µM]	24.5%	?
Cc1onc(-c2ccccc2)c1C(=O)Nc1ccccc1C#N	2.2%	-1.6%	-4.4%	-9.1%
CCCCCCCCCC(=O)O[C@H](CC(=O)O)C[N+](C)(C)C	0.4%	-12.2%	-7.9%	-2.3%
Cc1ccc(NC(=O)c2cc(S(=O)(=O)N3CCc4ccccc43)ccc2F)cc1Cl	6.2%	-29.5%[10.9 µM]	-18.0%	6.8%
Cc1cc(/C=N/n2cnnc2)c(C)n1-c1ccc(OCc2ccccc2F)cc1	?	-22.5%	1.8%	?
C=Cc1ccc(Cn2c(C(=O)O)c(CNC3CCCCC3)c3ccc(C)cc32)cc1	0.3%	14.5%[10.9 µM]	-17.9%	12.5%
Cc1ccc2nc(NC3=NCN(Cc4ccco4)CN3)nc(C)c2c1	0.0%	-10.1%	-0.9%	-6.7%
CC(C)NC(=O)CN1C(=O)c2cccnc2Sc2ccccc21	1.8%	-3.7%[10.9 µM]	-12.4%	6.2%
CC(C)(C)c1ccc(-c2nnc(-c3ccccc3NC(=O)c3ccc(F)cc3F)o2)cc1	-2.1%	15.5%[10.9 µM]	26.4%	-0.5%
COc1ccc(NC(=O)CN(c2cc(C)cc(C)c2)S(=O)(=O)c2c(C)n[nH]c2C)cc1	-2.6%	-2.0%	-17.3%	-8.1%
Cc1nnc(NC(=O)CSc2nnc(C)n2Cc2ccccc2)s1	/	/	8.1%	3.6%
c1ccc2c(N3CCOCC3)nc(-c3ccncc3)nc2c1	/	/	-2.5%	-18.3%
O=C(NCCc1nc2ccccc2n1CCCOc1ccc(Cl)cc1)C1CCCCC1	?	-5.1%[10.9 µM]	15.8µM*	?
COc1ccc(CNCc2c(C(=O)O)n(Cc3ccc(F)cc3)c3cc(C)ccc23)cc1OC	-0.8%	-7.5%[10.9 µM]	-19.2%	-8.8%
Cc1sc2ncn(-n3c(C)ccc3C)c(=O)c2c1C	0.2%	-3.3%	-4.0%	2.6%
COC(=O)CN(c1ccc2c(c1)OCO2)S(C)(=O)=O	-4.2%	-3.0%	16.2%	12.6%
O=C1NC(=O)C2(CCc3ccccc32)N1 (stereo not drawn)	0.1%	-0.3%	-11.3%	-7.2%
COc1ccc(-c2onc(C)c2C)cc1S(=O)(=O)N1CCC(C)CC1	?	-12.9%[10.9 µM]	-14.5%	1.4%
CCc1ccc(NC(=O)CN(C)S(=O)(=O)c2ccc3c(c2)c(=O)n(C)c(=O)n3C)cc1	-1.6%	-4.8%[10.9 µM]	0.8%	-1.6%
O=C(CSc1nnc(-c2cccs2)n1-c1ccccc1)N1CCOCC1	0.3%	-2.4%	11.2%	-0.8%
CS(=O)(=O)N(CCc1ccccc1)CC(=O)NCc1ccc2c(c1)OCO2	0.7%	-6.6%	3.6%	8.9%
O=C(O)/C=C\C(=O)Nc1ccc2c(c1)C(=O)c1cc(F)ccc1-2	8.4%[11.4 µM]	-10.3%[10.9 µM]	-6.8%[9.22 µM]	-14.5%[9.22 µM]
OC1(c2cccc(F)c2)CCN(Cc2ccncc2)CC1	0.3%	-4.5%	14.5%	-1.5%
O=C(CCC1CCCC1)NCCCN1CCOCC1	1.2%	-3.9%	3.1%	-1.8%

Continued:
SMILES	IkB signaling	Peg3 imprint	p53ts 39C tox	p53ts 32C kill
CN(C(=O)COC(=O)C1CCN(S(=O)(=O)c2cccs2)CC1)C1CCS(=O)(=O)C1 (stereo not drawn)	-0.7%	2.4%	-7.3%	1.2%
Cc1cc(NC(=O)CCc2nc3cccnc3n2Cc2cccs2)ccc1Br	1.8%	6.5%[10.9 µM]	?	-13.5%
CC(=O)Nc1ccc2nc(C)n(Cc3ccc(Cl)cc3)c(=O)c2c1	/	/	-2.8%	-3.5%
O=C(NCc1ccco1)c1ccc2c(c1)C(=O)N(Cc1ccccc1)C2=O	3.0%	16.0%	14.1%	7.1%
CCc1nnc(NC(=O)CN2CCN(c3nc(-c4ccccc4)cs3)CC2)s1	?	-17.6%	-12.6%	0.0%
COc1ccc(C2CC(c3ccc(F)cc3)Nc3nc(N)nn32)cc1 (stereo not drawn)	0.4%	-8.7%	5.6%	2.4%
O=C1C2CC=CCC2C(=O)N1c1ccc(OCC(O)Cn2nnc3ccccc32)cc1 (stereo not drawn)	4.6%	-12.8%	4.9%	-8.9%
O=C(O)CCSc1nc2ccc(Br)cc2[nH]1	6.1%	/	5.8%	-5.5%
COc1ccc2[nH]c(=O)c(CN(CCN(C)C)C(=O)NCc3ccccc3)cc2c1	0.5%	-6.0%	-14.6%	-5.2%
O=C(OCCOCCO)c1ccccc1Nc1cccc(C(F)(F)F)c1	1.6%[25.6 µM]	-8.1%[16.8 µM]	-9.8%[20.6 µM]	-3.8%[20.6 µM]
CCN(C(=O)C(NS(=O)(=O)c1cccc2nsnc12)c1ccccc1)c1ccccc1 (stereo not drawn)	-2.7%	-7.9%[10.9 µM]	-2.6%	2.9%
COc1ccc(NC(=O)c2c(NCc3cccc(F)c3)sc3c2CCC3)c(OC)c1	?	?	-8.1%	?
CCCN(Cc1cccs1)C(=O)Nc1cc(Cl)c(OC)cc1OC	3.1%	-12.0%[10.9 µM]	-6.3%	1.1%
CCc1ccc(S(=O)(=O)Nc2ccc3[nH]c(=O)sc3c2)cc1	1.7%	-46.1%[inhibitor][10.9 µM]	-10.8%	-14.4%

Compounds were not picked by outcome; about 1.8% have a hit in one of these screens.
